EPAC2 antag – EPAC2 (human) antagonism; hit rate 0.18% among 360,000; Potency, µM (highest dose often 114 µM), for inactives: at the top dose activity, negative = inhibition, actives largely listed as inhibitors; AID 720708; EPAC2 GEF exchange of Rap1B-BODIPY-GDP, fluorescence; also: % is scaled to controls: 0 for no effect and ±100 for the full control effect; nearly all actives have a fitted effect of over 45% in size; many of its hits are not listed in these tables
EPAC2 agonist – EPAC2 (human) agonism | EPAC2 activation, biochemical qHTS; response scale: 100% = 6.5 mM cAMP response | Potency, µM (highest dose often 154 µM), without a hit: at the top dose activation, actives largely listed as activators | hit rate 0.079% among 360,000 | AID 720711; also: nearly all actives have a fitted effect of over 50% in size
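Compounds were added across a concentration range to EPAC2 (100 nM), RAP1B-BODIPY-GDP (250 nM) and GDP (50 uM). After 5 min at room temperature, fluorescence was recorded at 5-min intervals for 30 min.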
EPAC1 ag – activates human EPAC1 exchange factor; O95398; EPAC1 agonist qHTS, biochemical assay; response scale: 100% = response to 6.5 mM cAMP; Potency, µM (series often up to 154 µM), for the others: top-dose activation, hits mostly activators; hit rate 0.073% among 360,000; also: nearly all actives have a fitted effect of over 60% in size
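Nucleotide exchange assay: 100 nM EPAC1 with 250 nM Rap1B loaded with BODIPY-GDP and 50 uM GDP, room temperature. Fluorescence (480/540 nm) read every 5 min for 30 min; signal change normalized to 6.5 mM cAMP as full agonist.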
FUS yeast rescue – rescues growth of FUS-expressing yeast; S. cerevisiae FUS-expressing, growth rescue, OD600, 24 h; Potency, µM (top dose mostly 76.6 µM), for the others: at the top dose growth rescue (activation), usual class: activators; hit rate 0.24% among 390,000; AID 1347120;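 also: plate controls were DMSO vehicle for no effect and reference control for full effect; nearly all actives have a fitted effect of over 55% in size; some results filed as inactive show a strong effect at the top dose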
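Toxicity suppression screen in FUS-yeast. Cells induced with 2% galactose, starting OD 0.005, treated 24hr at 30C with compounds at multiple final concentrations; growth by OD600.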
EPAC1 antagonist – EPAC1 (human) antagonism; O95398; EPAC1 GEF assay, Rap1b-BODIPY-GDP exchange fluorescence; Potency, µM (top dose mostly 115 µM), inactives show at the highest dose activity change, negative = inhibition, most hits filed as inhibitors; hit rate 0.14% among 360,000;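 also: plate controls were vehicle for no effect and positive control for full effect; nearly all actives have a fitted effect of over 50% in size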
PTHR1 agonist – activates the human parathyroid hormone receptor PTHR1; HEK293 GP2 PTHR1 cells, GloSensor cAMP luminescence, 1 h; Potency, µM (highest dose often 115 µM), for the others: at the highest dose activation, most hits filed as activators; hit rate 0.075% among 410,000; also: nearly all actives have a fitted effect of over 55% in size; some results filed as inactive show a strong effect at the top dose; inactives centre near -15; many of its hits are not listed in these tables
Target sequence (Q03431 whole entry, looked up): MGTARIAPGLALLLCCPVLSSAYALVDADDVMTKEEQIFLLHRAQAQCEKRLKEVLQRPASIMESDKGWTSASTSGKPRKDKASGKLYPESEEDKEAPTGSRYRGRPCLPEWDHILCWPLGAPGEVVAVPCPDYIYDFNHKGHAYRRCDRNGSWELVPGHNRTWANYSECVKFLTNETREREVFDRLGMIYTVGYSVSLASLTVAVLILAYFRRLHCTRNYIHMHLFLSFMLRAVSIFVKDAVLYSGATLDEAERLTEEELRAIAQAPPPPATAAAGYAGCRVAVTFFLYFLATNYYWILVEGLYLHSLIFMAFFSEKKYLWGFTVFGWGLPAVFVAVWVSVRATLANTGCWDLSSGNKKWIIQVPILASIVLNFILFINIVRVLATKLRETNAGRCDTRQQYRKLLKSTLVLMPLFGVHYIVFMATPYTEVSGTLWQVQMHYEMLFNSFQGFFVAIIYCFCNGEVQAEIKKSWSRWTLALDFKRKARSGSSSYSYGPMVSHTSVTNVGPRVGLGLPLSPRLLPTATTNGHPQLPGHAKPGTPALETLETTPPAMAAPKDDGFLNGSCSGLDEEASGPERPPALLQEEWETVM
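HEK-293-derived GP2 cells expressing PTHR1 and a GloSensor cAMP reporter, 3,000/well, plated overnight, given luciferin plus IBMX (each 0.5 mM as added) for 1 h at 37 °C, then compound for 1 h at 37 °C. Luminescence was read after 15 min at room temperature.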
TDP-43 yeast inh – inhibitors of TDP-43 toxicity in yeast | hit rate 1.8% among 410,000 | Potency, µM (titrated, usually from 46.1 µM), for the others: top-dose growth rescue (activation), usual class: activators | TDP-43 expressing yeast growth rescue, BacTiter-Glo, 24 h; also: % of control where 0% means no effect; nearly all actives have a fitted effect of over 50% in size
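Galactose-induced TDP-43 yeast, OD600=0.02, compound pinned; 24 hr, 30 deg C; BacTiter-Glo luminescence for growth. Inhibitors of TDP-43 toxicity read as activators.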
aSyn yeast inh – alpha-synuclein toxicity inhibition in yeast; Yeast expressing alpha-synuclein, growth rescue, BacTiter-Glo, 24 h; Potency, µM (top dose mostly 46.1 µM), inactives show top-dose growth rescue (activation), most hits filed as activators; hit rate 0.14% among 370,000; AID 652106; also: % of control where 0% means no effect; nearly all actives have a fitted effect of over 65% in size
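Galactose-induced alpha-syn yeast (OD600=0.02, raffinose-pregrown) + pinned cpd, 24 hr, 30 deg C; growth by BacTiter-Glo luminescence. Growth restoration scores as activation.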
Numbers without * were called inactive; i = inactive; ? = inconclusive; · = not tested or not shown; & = joins results of further samples; [ ] = remark or other dose. Calls follow the shape of the dose curve; as a rule, active = well fitted curve in the direction sought with a large enough effect; inconclusive = small, poorly fitted or top-dose-only effect, or another doubt; inactive = no such curve, though single readings can be large; an effect the other way counts as inactive or inconclusive. Potency is read from the fitted curve at half-maximal effect.

SMILES | EPAC2 antag | EPAC2 agonist | EPAC1 ag | FUS yeast rescue | EPAC1 antagonist | PTHR1 agonist | TDP-43 yeast inh | aSyn yeast inh
COc1ccc(Cc2nc3ccc(C(=O)N(C)Cc4cc(C)[nH]n4)cc3o2)cc1OC | -2.4% | -3.0% | -5.3% | 14.5% | 16.8% | -1.4% | -13.0% | -1.3%
O=C(CCCCCNC(=O)c1ccccc1)N/N=C/c1ccc(O)cc1O | -8.2% | 11.3% | 7.7% | 29.8% | 7.6% | i | -27.5% | -11.3%
O=C(NCC1CC1)C1Cc2c(-c3ccc4c(c3)OCO4)ccnc2O1 (configuration not stated) | 0.3% | 9.4% | -11.3% | 3.8% | -5.1% | -13.1% | 27.8% | 0.4%
Cc1ccc2c(C(=O)CN3CCN(C(=O)c4ccco4)CC3)c(C)[nH]c2c1 | -0.3% | 8.2% | 10.4% | ? | -0.9% | -5.2% | -20.7% | -9.4%
CN(C(=O)c1ccc(NC(=O)Cc2ccc(NC(=O)C3CCN(C(=O)CCc4ccccc4)CC3)cc2)cc1)C1CCCC1 | 3.8% | 1.4% | -9.8% | ? | -9.7% | -13.2% | 13.2% | 2.3%
NS(=O)(=O)c1cccc(NC(=O)CSc2nc3ccccc3c(=O)n2CCCN2CCOCC2)c1 | -2.0% | 3.1% | 12.2% | 11.3% | 11.9% | i | 8.2% | 0.0%
Cc1cccc(C)c1N1CCN(S(=O)(=O)N(C)C)CC1 | -2.2% | 5.4% | 9.2% | 4.7% | 21.4% | -5.0% | -1.9% | -16.7%
O=c1ccnc(Sc2ncccc2[N+](=O)[O-])[nH]1 | 6.8% | 2.4% | 1.2% | -14.5% | -6.4% | i | ? | 4.2%
CCCn1c(-c2cccc(F)c2)nc2c1c(=O)[nH]c(=O)n2Cc1ccccc1 | -7.9% | 13.8% | 8.5% | -16.6% | 19.0% | i | -13.6% | -7.2%
CC(=O)Nc1cccc(C(=O)Oc2cccc(C)c2)c1O | -5.3% | -1.4% | -0.3% | 6.2% | -20.7% | i | -3.8% | -14.9%
COc1cc(OCc2ccc(C)cc2)ccc1CNC[C@H]1O[C@@H](n2cnc(C(N)=O)n2)[C@H](O)[C@@H]1O | 6.5% | 3.6% | 8.5% | -9.0% | -1.0% | i | 20.1% | -6.3%
Cc1ccc2c(c1)N(CCC(=O)NCc1ccco1)C(=O)CO2 | 2.6% | 13.3% | 6.5% | 16.0% | -4.1% | i | -1.0% | -0.4%
COc1cc2[nH]c(=S)n(NC(=O)CC(C)C)c(=O)c2cc1OC | 3.8% | 5.9% | -4.3% | 3.4% | 9.0% | i | -11.9% | 1.5%
Cc1cc(=O)[nH]c(SCCOc2ccc(OC(C)C)cc2)n1 | -6.0% | 0.7% | -0.1% | -5.1% | -1.7% | -19.9% | ? | -18.2%
O=C(CN1C(=O)COc2ccccc21)c1cccc(Cl)c1 | -2.8% | 15.6% | 17.8% | 19.4% | 0.1% | -10.2% | ? | -7.4%
OCc1ccc(OCCCOc2cccc3cccnc23)cc1 | 3.3% | 3.6% | 7.0% | -1.3% | -13.7% | -53.1%[inhibitor] | 19.0% | 2.0%
O=C(NOC(=O)c1c(F)cccc1Cl)c1ccc(Cl)c(Cl)c1 | -1.2% | 9.3% | 8.1% | -0.9% | 1.1% | -4.0% | -13.0% | -32.7%[inhibitor]
CC(Oc1ccccc1)C(=O)N1CCC2(CC1)Oc1ccc(F)cc1C(=O)C21CC(c2cccnc2)=NO1 (configuration not stated) | 10.5% | -2.4% | -10.4% | 41.6% | -8.3% | i | 7.3% | 9.9%
Cc1ccccc1NC(=O)COc1ccc2c(c1)OC(C)(C)CC2=O | 7.9% | 9.3% | 0.2% | 12.3% | -5.2% | i | 10.0% | -5.9%
CCN(CC)C(=O)Cc1c(OC)ccc2cc(Br)ccc12 | -4.3% | 5.5% | -9.5% | -8.3% | 1.6% | -55.0% | 23.9% | 18.4%
CCOC(=O)c1ccc(NS(=O)(=O)c2c(N)n(C)c(=O)n(C)c2=O)cc1 | 9.5% | 1.7% | -10.4% | -17.5% | 11.9% | -39.8%[inhibitor] | -12.4% | 1.8%
O=C(NCc1cccs1)C1C(=O)Nc2ccccc2C(=O)N1Cc1ccccc1 (configuration not stated) | -14.0% | -10.2% | -6.0% | -3.2% | 9.3% | -13.9% | 10.7% | -6.0%
O=C(NCCc1ccccn1)c1c(-c2ccccc2)sc2ccccc12 | -21.3% | 23.0% | -8.8% | -7.8% | -6.4% | -15.4% | 7.8% | -3.5%
CCc1nnc(NC(=O)CN2C(=O)c3ccccc3C2=O)s1 | -0.1% | 6.4% | 2.9% | 3.3% | 2.3% | 0.0%[57.5 µM] | -16.3% | -13.3%
O=C(c1ccc(F)cc1F)N1CCCN(c2nc(-c3ccccc3)ns2)CC1 | -21.4% | 8.7% | 1.0% | 24.5% | 3.4% | -29.5% | ? | 0.1%
COc1ccc(N2CC(C(=O)N(C)CC(=O)Nc3ccc(Cl)c(C(F)(F)F)c3)CC2=O)c(OC)c1 (configuration not stated) | -28.3% | -5.8% | -5.2% | ? | -29.8% | i | -8.2% | -0.5%
CCOC(=O)c1cnc2c(C)cc(Cl)cc2c1NCCCN1CCOCC1 | -21.0% | 0.8% | -1.3% | 19.6% | 2.3% | i | 4.0% | -1.3%
CCOc1ccc2[nH]c3c(c2c1)CNCC3 | -2.9% | -0.7% | 7.5% | -2.5% | 9.0% | -14.2% | 19.1% | 3.5%
CCCN(CC(=O)Nc1ccccc1OC)C(=O)CCNC(=O)c1ccccc1OC | -1.1% | -4.3% | -8.2% | 26.4% | -23.0% | i | -2.4% | 0.4%
Cc1ccc(/C=N/NC(=O)c2ccc(Br)o2)s1 | -4.1% | 6.8% | 5.4% | · | -13.4% | -2.4% | 0.4% | -8.1%
O=C1c2ccccc2C(=O)N1CC(O)COCc1ccccc1 (configuration not stated) | -3.7% | 11.3% | 6.8% | -15.0% | -3.9% | -5.2%[57.5 µM] | -5.4% | 7.8%
O=C(Cn1c(=O)oc2ccccc21)NC(=O)NCc1ccco1 | -4.0% | -2.7% | 0.1% | -0.4% | 3.1% | i | 13.2% | -1.0%
CCOC(=O)CSc1ccc(C(=O)NCCCN2CCOCC2)cc1[N+](=O)[O-] | 3.6% | 2.9% | -14.2% | -23.8% | -2.1% | i | 11.2% | 1.1%
COc1ccc(S(=O)(=O)N2C[C@H]3CON(C)[C@H]3C[C@H]2c2ccc(-c3cccc(F)c3)cc2)cc1 | -5.8% | 10.5% | -7.8% | 40.5% | 0.3% | i | 0.0% | 9.2%
CCc1nc2ccc(C(=O)NCCCn3ccnc3)cn2c1N(C)CCC(C)C | -24.8% | 4.0% | -6.8% | -18.8% | 20.3% | -26.2% | 10.8% | -2.5%
Cc1nccn1CCOc1ccccc1Cl | 1.9% | 7.8% | 3.0% | -27.1% | 7.0% | -6.3% | -4.7% | 0.0%
Cn1c(N)c(C(=O)COC(=O)c2ccccc2C(=O)c2ccc(Cl)c([N+](=O)[O-])c2)c(=O)n(C)c1=O | -3.4% | -6.0% | -3.4% | 23.9% | -15.3% | i | -14.0% | 2.1%
CCOC(=O)c1c(C)[nH]c(C(=O)COC(=O)c2cc(C)oc2C)c1C | -8.8% | -4.5% | -16.8% | 18.8% | 6.1% | -40.7%[inhibitor] | 6.6% | -3.7%[1.84 µM]
CCCCCCCCN1C(=O)[C@H](CC(=O)NCC2CCCCC2)C[C@@]2(C(=O)OC)CC(C)(C)CC=C12 | -13.5% | -2.7% | -4.2% | ? | 7.2% | -17.9% | 12.9% | 0.2%
CN(C)S(=O)(=O)c1ccc(C(=O)Nc2cccc(C(=O)O)c2)cc1 | 13.3% | 3.0% | -3.9% | -1.5% | 12.4% | -0.6% | 2.1% | 1.7%
C[C@H]1CN=C(Nc2ccccc2)N1CC1CCC1 | 8.8% | 4.3% | 11.0% | -13.8% | -6.4% | i | 11.9% | -11.5%
Fc1ccc(CNc2ncnc3c2cnn3-c2ccccc2)cc1 | -7.1% | -0.8% | -8.1% | -16.8% | -12.3% | -2.0% | ? | 0.9%
CC(=O)Oc1cccc(N2C(=O)CC(Nc3ccc(N4CCOCC4)cc3)C2=O)c1 (configuration not stated) | 2.9% | -9.9% | 4.2% | 19.4% | -2.0% | -10.8%[57.5 µM] | 7.3% | 0.6%
CC(C)C[C@@H](CN1CCC[C@H]1CN1C(=O)C(=O)NC[C@@H]1Cc1ccccc1)N1C[C@H](Cc2ccc(O)cc2)N(CCc2ccccc2)C(=O)C1=O | -26.8% | -3.1% | -10.7% | 22.9% | -18.4% | i | 4.7% | 0.0%
O=C1CCCC(O)=C1N=Nc1ccc2ncsc2c1 | -2.6% | 6.3% | 2.6% | · | -16.2% | i | 3.6% | 0.8%
O=C1C=C(c2cccc(Cl)c2O)C[C@@H](c2ccc3c(c2)OCO3)C1 | -20.4% | 5.8% | -4.1% | 8.7% | -12.3% | -92.9%[inhibitor] | 3.55µM* | ?
C=C(C)Cn1c(SCC)nc2ccccc2c1=O | -20.4% | 6.1% | 2.1% | -8.1% | 2.5% | i | 0.0% | -6.4%&0.0%
Cc1nn(C)c(C)c1C(C)NC(=O)c1cc(COc2cncc(Cl)c2)on1 (configuration not stated) | -11.2% | -8.0% | -5.3% | -1.5% | 12.7% | -0.4% | 13.9% | 0.9%
CCc1ccc(/C=C2\SC(N3CCCC3)=NC2=O)cc1 | 4.4% | -3.3% | 5.8% | 18.1% | -15.9% | -13.0% | 0.0% | -1.5%

3 entries from above, ordered by formula weight, largest number first:
SMILES | EPAC2 antag | EPAC2 agonist | EPAC1 ag | FUS yeast rescue | EPAC1 antagonist | PTHR1 agonist | TDP-43 yeast inh | aSyn yeast inh
CCCCCCCCN1C(=O)[C@H](CC(=O)NCC2CCCCC2)C[C@@]2(C(=O)OC)CC(C)(C)CC=C12 | -13.5% | -2.7% | -4.2% | ? | 7.2% | -17.9% | 12.9% | 0.2%
CN(C)S(=O)(=O)c1ccc(C(=O)Nc2cccc(C(=O)O)c2)cc1 | 13.3% | 3.0% | -3.9% | -1.5% | 12.4% | -0.6% | 2.1% | 1.7%
CCOC(=O)c1c(C)[nH]c(C(=O)COC(=O)c2cc(C)oc2C)c1C | -8.8% | -4.5% | -16.8% | 18.8% | 6.1% | -40.7%[inhibitor] | 6.6% | -3.7%[1.84 µM]

Screening data: PubChem, National Center for Advancing Translational Sciences (NCATS)

Some of the compounds tested (hit frequency here may not be typical).
